Compound activity (PubChem BioAssay)
FUS suppressor: rescues growth of FUS-expressing yeast. Potency, µM (series often up to 76.6 µM), inactives show top-dose growth rescue (activation), usual class: activators. 0.24% of 390,000 active. S. cerevisiae FUS-expressing, growth rescue, OD600, 24 h;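 further: plate controls were DMSO vehicle for no effect and reference control for full effect; nearly all actives have a fitted effect of over 55% in size; some results filed as inactive show a strong effect at the top dose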
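Restored growth of FUS-toxic S. cerevisiae, read as 600 nm absorbance after 24 h at 30C in galactose medium (starting OD 0.005). Controls CP55940 and DMSO.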
EPAC2 agonist: activates human EPAC2 exchange factor; 0.079% of 360,000 active; Q8WZA2; Potency, µM (doses to about 154 µM), inactives show top-dose activation, most hits filed as activators; EPAC2 activation, biochemical qHTS; response scale: 100% = 6.5 mM cAMP response; further: nearly all actives have a fitted effect of over 50% in size
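Compounds were titrated in qHTS against a Rap1B-BODIPY-GDP (250 nM) complex with EPAC2 (100 nM) and GDP (50 uM). BODIPY-GDP release tracked at 480/540 nm over 30 min at room temperature, normalized to 6.5 mM cAMP.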
EPAC1 agonist: EPAC1 (human) agonism; O95398; EPAC1 agonist qHTS, biochemical assay; response scale: 100% = response to 6.5 mM cAMP; Potency, µM (series often up to 154 µM), inactives show at the top dose activation, actives largely listed as activators; 0.073% of 360,000 active; AID 720707; further: nearly all actives have a fitted effect of over 60% in size
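Nucleotide exchange by EPAC1 (100 nM) on Rap1B–BODIPY-GDP (250 nM) in the presence of 50 uM GDP is tracked fluorescently at 480/540 nm over 30 min. Signals are normalized to a 6.5 mM cAMP control.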
aSyn rescue: rescues yeast growth from alpha-synuclein toxicity; 0.14% of 370,000 active; Potency, µM (highest dose often 46.1 µM), for inactives: at the top dose growth rescue (activation), hits mostly activators; Yeast expressing alpha-synuclein, growth rescue, BacTiter-Glo, 24 h; further: % of control where 0% means no effect; nearly all actives have a fitted effect of over 65% in size
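Readout is rescue of growth in alpha-synuclein-expressing yeast, so inhibitors of toxicity appear as activators. Growth after 24 hr at 30 deg C in galactose medium is quantified by luminescence.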
EPAC2 antag: antagonists of human EPAC2; Q8WZA2; EPAC2 GEF exchange of Rap1B-BODIPY-GDP, fluorescence; Potency, µM (series often up to 114 µM), for the others: top-dose activity, negative = inhibition, most hits filed as inhibitors; 0.18% of 360,000 active; AID 720708; further: on the % scale 0 is the no-effect control and ±100 the full control effect; nearly all actives have a fitted effect of over 45% in size; many of its hits are not listed in these tables
PTHR1 agonist: activates the human parathyroid hormone receptor PTHR1; Q03431; HEK293 GP2 PTHR1 cells, GloSensor cAMP luminescence, 1 h; Potency, µM (doses to about 115 µM), for inactives: at the highest dose activation, most hits filed as activators; 0.075% of 410,000 active; AID 743266; further: nearly all actives have a fitted effect of over 55% in size; some results filed as inactive show a strong effect at the top dose; inactives centre near -15; many of its hits are not listed in these tables
Target sequence (Q03431 whole entry, looked up): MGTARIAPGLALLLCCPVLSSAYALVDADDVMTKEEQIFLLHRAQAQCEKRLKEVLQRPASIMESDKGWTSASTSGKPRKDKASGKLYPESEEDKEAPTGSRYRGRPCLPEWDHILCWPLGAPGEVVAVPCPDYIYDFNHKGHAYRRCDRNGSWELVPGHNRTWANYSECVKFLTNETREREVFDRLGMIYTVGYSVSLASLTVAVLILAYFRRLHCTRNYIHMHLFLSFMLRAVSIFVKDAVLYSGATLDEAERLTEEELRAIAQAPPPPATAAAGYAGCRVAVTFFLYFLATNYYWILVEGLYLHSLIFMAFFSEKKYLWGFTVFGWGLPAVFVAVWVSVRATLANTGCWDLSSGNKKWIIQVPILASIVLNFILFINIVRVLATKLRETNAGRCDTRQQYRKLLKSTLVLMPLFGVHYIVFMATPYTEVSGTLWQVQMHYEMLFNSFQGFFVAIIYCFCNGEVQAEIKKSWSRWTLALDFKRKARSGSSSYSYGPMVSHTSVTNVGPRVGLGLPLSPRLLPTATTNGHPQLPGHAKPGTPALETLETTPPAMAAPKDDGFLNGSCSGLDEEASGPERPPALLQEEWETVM
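HEK-293-derived GP2 cells expressing PTHR1 and a GloSensor cAMP reporter, 3,000/well, plated overnight, given luciferin plus IBMX (each 0.5 mM as added) for 1 h at 37 °C, then compound for 1 h at 37 °C. Luminescence was read after 15 min at room temperature.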
EPAC1 antagonist: antagonists of human EPAC1; O95398; EPAC1 GEF assay, Rap1b-BODIPY-GDP exchange fluorescence; Potency, µM (series often up to 115 µM), for inactives: at the highest dose activity change, negative = inhibition, actives largely listed as inhibitors; 0.14% of 360,000 active; AID 720709;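 further: plate controls were vehicle for no effect and positive control for full effect; nearly all actives have a fitted effect of over 50% in size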
TDP43 rescue: TDP-43 toxicity inhibition in yeast. Potency, µM (top dose mostly 46.1 µM), without a hit: top-dose growth rescue (activation), most hits filed as activators. 1.8% of 410,000 active. TDP-43 expressing yeast growth rescue, BacTiter-Glo, 24 h; further: % of control where 0% means no effect; nearly all actives have a fitted effect of over 50% in size
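Growth rescue of TDP-43-toxic yeast measured as ATP luminescence (BacTiter-Glo). Cells grown to mid-log in raffinose, induced in galactose at OD600=0.02, exposed to compound 24 hr at 30 deg C.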
Numbers without * were called inactive; i = inactive; ? = inconclusive; · = not tested or not shown; [ ] = remark or other dose. The call rests on the fitted dose curve; in most records, active means well fitted curve in the direction sought with a large enough effect; inconclusive means small, poorly fitted or top-dose-only effect, or another doubt; inactive means no such curve, though single readings can be large; an effect the other way counts as inactive or inconclusive. Potency means the concentration at half of the fitted maximal effect.

Each structure is followed by: FUS suppressor	EPAC2 agonist	EPAC1 agonist	aSyn rescue	EPAC2 antag	PTHR1 agonist	EPAC1 antagonist	TDP43 rescue
> O=C(Cn1cnc([N+](=O)[O-])n1)NCCO
→ -21%	2%	-6%	-9%	1%	-9%	-5%	0%
> CC(C)(C)OC(=O)N1CCCC(C(=O)Nc2cccc(C(=O)NCc3ccccc3)c2)C1 (configuration not stated)
→ 14%	0%	-9%	4%	3%	-7%	11%	6%
> COCCCn1c(C(=O)NCCN2CCOCC2)cc2c(=O)n3cccc(C)c3nc21
→ 18%	8%	-7%	-3%	5%	-15%	7%	-9%
> O=c1[nH]cccc1-c1nc2ccccc2n1Cc1cccc(F)c1
→ 24%	20%	8%	0%	7%	i	-2%	-10%
> CC(C)Nc1nc(SCC(=O)Nc2ccccc2)nc(N2CCOCC2)n1
→ 22%	14%	5%	-5%	9%	i	8%	8%
> O=C(Nc1cccc(C(=O)O)c1)Nc1cccc2ccccc12
→ 27%	5%	5%	2%	2%	-59%[inhibitor]	-10%	-6%
> CCc1ccc(N2C(=O)CC(N3CCC(C(=O)OC)CC3)C2=O)cc1 (configuration not stated)
→ 20%	-1%	5%	6%	0%	i	7%	3%
> COc1ccc(S(=O)(=O)N2CCc3cc(OC)c(OC)cc3C2)cc1
→ -11%	21%	13%	8%	-11%	?	?	23%
> CC(=O)N1c2ccc3ccccc3c2C(C)CC12CCCCC2 (configuration not stated)
→ 23%	9%	12%	-12%	-6%	i	-18%	-26%
> COCC1CCCCN1C(=O)c1cc(COc2ccc3ncccc3c2)on1 (configuration not stated)
→ -2%	7%	-6%	0%	9%	i	7%	9%
> CCNC(=O)NC(=O)CSc1nnc(-c2c[nH]c3ccccc23)o1
→ -10%	12%	7%	-3%	19%	-5%	-10%	-16%
> COCCN(CCOC)S(=O)(=O)c1ccc(C(=O)Nc2nnc(C)o2)cc1
→ 3%	5%	5%	-1%	3%	-2%[57.5 µM]	10%	6%
> CCc1cccc(NC(=O)Cc2ccc(OC)c(OC)c2)c1
→ -10%	1%	-4%	2%	-6%	-17%	-9%	25%
> CCOc1ccc(-c2nc(C#N)c(N3CCOCC3)o2)cc1
→ -13%	9%	0%	21%	-17%	i	-4%	0%
> COc1ccc(C(=O)Nn2c(C)nc3ccccc3c2=O)cc1Br
→ -18%	10%	-5%	-8%	0%	i	-3%	?
> S=c1nc(NCCc2ccccc2Cl)c2ccccc2[nH]1
→ 6%	7%	2%	0%	2%	-12%	-2%	22%
> Cc1ccccc1-c1nc(NC(C)C)nc2ccsc12
→ 1%	15%	-17%	-27%	-15%	-18%	-16%	?
> CC(C)CNC(=O)c1ccccc1NC(=O)/C=C/c1cccc([N+](=O)[O-])c1
→ ·	-5%	-5%	0%	14%	i	6%	-10%
> CCn1nnnc1SCC(=O)Nc1sc(C)c(C)c1C#N
→ -18%	-2%	11%	0%	1%	i	7%	0%
> Cc1cc(C(=O)NC2CCN(Cc3ccccc3)CC2)n[nH]1
→ -22%	3%	-11%	9%	1%	i	7%	10%
> COc1cccc(CNC[C@H]2O[C@@H](n3ccc(N)nc3=O)[C@H](O)[C@@H]2O)c1OCc1ccc(F)cc1Cl
→ 16%	-7%	-8%	-4%	-3%	-20%	-28%	7%
> CC(=O)N(CC(=O)O)c1ccccc1C(=O)O
→ -15%	3%	3%	-6%	-7%	i	-15%	5%
> O=C(COC(=O)CCc1c[nH]c2ccccc12)NCc1ccc2c(c1)OCO2
→ -23%	5%	-4%	-6%	6%	-19%	2%	5%
> O=S(=O)(c1ccc(Br)s1)N1CCN(c2ncccn2)CC1
→ 18%	13%	-20%	-5%	30%	?	1%	-29%
> CN1CCCN(C(=O)c2cc(=O)[nH]c3ccccc23)c2nc3ccccc3nc21
→ 7%	5%	-2%	-12%	6%	-4%[57.5 µM]	5%	13%
> O=C(O)C1CC=CCC1C(=O)NCCc1cccc(Cl)c1 (configuration not stated)
→ 40%	3%	2%	-13%	12%	-23%[57.5 µM]	12%	-20%
> O=C(OCC(=O)N1CCCCC1)c1cc(=O)[nH]c2ccccc12
→ 25%	-5%	-1%	-2%	1%	-14%	8%	-3%
> O=C(c1ccccc1Cl)N1CCC(n2cccc2)CC1
→ 7%	3%	5%	2%	-7%	-65%[inhibitor]	-7%	?
> COC(=O)c1cc(NC(=O)CC(=O)c2cccc(N)c2)cc(C(=O)OC)c1
→ ?	17%	21%	0%	-1%	i	4%	14%
> CCOC(=O)[C@]12CCC=C1N(CCC1=CCCCC1)C(=O)[C@H](CC(=O)N1CCN(C(=O)C3CC3)CC1)C2
→ 9%	2%	-7%	0%	6%	-20%	-21%	21%
> O=C1CC(c2nc3ccccc3[nH]2)CN1c1ccccc1 (configuration not stated)
→ 24%	6%	3%	2%	-1%	28%[57.5 µM]	-2%	?
> CCCCC1(C)OC(=O)C(=Cc2ccc(SC)cc2)C(=O)O1 (configuration not stated)
→ -2%	4%	0%	7%	10%	i	-5%	5%
> COc1cc(C(C(=O)NCc2ccccc2)N(C(=O)c2snc(C(N)=O)c2N)C2CCCC2)cc(OC)c1OC (configuration not stated)
→ 36%	2%	-2%	-2%	-1%	-12%	-6%	-19%
> Cc1c(C#N)c(NC(=O)CCl)n(Cc2ccc(F)cc2)c1C
→ 7%	9%	13%	-5%	-9%	-31%	-26%	1%
> CC(=O)c1c(C)[nH]c(C(=O)N2CCc3ccccc3C2)c1C
→ 17%	0%	0%	-7%	-3%	-24%	-4%	6%
> COc1ccc(CCC(=O)Nc2nc3ccccc3[nH]2)cc1
→ -20%	5%	-8%	8%	8%	-24%[57.5 µM]	8%	-2%
> c1ccc2c(c1)CCOC2CNCCCN1CCCCC1 (configuration not stated)
→ ·	4%	-1%	6%	-3%	i	2%	25%
> C=CCN1CC(=O)N2C(c3ccccc3)c3[nH]c4ccccc4c3C[C@H]2C1=O (some centres not stated)
→ 24%	3%	-2%	1%	-7%	i	-9%	9%
> COc1ccccc1N1CCN(S(=O)(=O)CCNC(=O)C23CC4CC(CC(C4)C2)C3)CC1
→ 31%	10%	-10%	16%	-7%	-7%	-11%	9%
> Nc1nnc(-c2cc3ccccc3oc2=O)s1
→ -33%	7%	-6%	0%	-1%	i	-3%	14%

Fetched one by one from the list above (6):
Each structure is followed by: FUS suppressor	EPAC2 agonist	EPAC1 agonist	aSyn rescue	EPAC2 antag	PTHR1 agonist	EPAC1 antagonist	TDP43 rescue
> O=C(COC(=O)CCc1c[nH]c2ccccc12)NCc1ccc2c(c1)OCO2
→ -23%	5%	-4%	-6%	6%	-19%	2%	5%
> CN1CCCN(C(=O)c2cc(=O)[nH]c3ccccc23)c2nc3ccccc3nc21
→ 7%	5%	-2%	-12%	6%	-4%[57.5 µM]	5%	13%
> Cc1c(C#N)c(NC(=O)CCl)n(Cc2ccc(F)cc2)c1C
→ 7%	9%	13%	-5%	-9%	-31%	-26%	1%
> c1ccc2c(c1)CCOC2CNCCCN1CCCCC1 (configuration not stated)
→ ·	4%	-1%	6%	-3%	i	2%	25%
> O=C(O)C1CC=CCC1C(=O)NCCc1cccc(Cl)c1 (configuration not stated)
→ 40%	3%	2%	-13%	12%	-23%[57.5 µM]	12%	-20%
> O=S(=O)(c1ccc(Br)s1)N1CCN(c2ncccn2)CC1
→ 18%	13%	-20%	-5%	30%	?	1%	-29%

More structures
Each structure is followed by: FUS suppressor	EPAC2 agonist	EPAC1 agonist	aSyn rescue	EPAC2 antag	PTHR1 agonist	EPAC1 antagonist	TDP43 rescue
> Cn1cccc1C(=O)OCC(=O)c1ccc(Br)s1
→ ·	-1%	-3%	-6%	-6%	-19%	1%	0%
> Cc1cc(C)c(NC(=O)CNC(=O)CN(C)Cc2ccc(Br)s2)c(C)c1
→ ·	-2%	-1%	-2%	-1%	-25%	-1%	0%
> CCC1Cc2[nH][nH]c(=O)c2C(CC)O1 (configuration not stated)
→ -16%	7%	2%	-6%	-2%	3%	-7%	13%
> Cc1ccc(S(=O)(=O)CCc2nc3ccccc3n2CCC#N)cc1
→ 23%	2%	-5%	?	13%	?	15%	14%
> O=C1c2ccccc2C(=O)C1c1ccccc1F
→ -3%	15%	2%	-11%	-6%	i	-23%	4%
> OCC1(Cc2ccccc2)CCN(Cc2cc3ccccc3o2)CC1
→ 1%	10%	-3%	9%	8%	-10%	-2%	-5%[0.397 µM]
> COc1ccccc1C1CC(=O)NC(C)=C1C(=O)OC(C)C (configuration not stated)
→ -3%	1%	-3%	0%	-1%	-37%[inhibitor]	11%	-5%
> CCOc1ccccc1N(CC(=O)NC(C)(C)C)C(=O)Cn1nnc(-c2ccc(C)o2)n1
→ 32%	-8%	-13%	2%	10%	i	-5%	0%
> Nc1ccn(CC(=O)NCc2ccc3[nH]ccc3c2)c(=O)n1
→ -26%	8%	12%	0%	6%	-19%	12%	-2%
> C/C(=N/NC(=O)c1cc(C)[nH]n1)c1ccncc1
→ 12%	11%	1%	-4%	6%	-6%	-9%	-6%
> O=C(C1CCCN(S(=O)(=O)c2cnc[nH]2)C1)N1CC(=O)N(CCc2ccccc2)C(=O)C1 (configuration not stated)
→ -10%	1%	-29%	2%	-3%	-60%[inhibitor]	-14%	-5%
> COC(=O)c1cc(=O)n(Cc2ccc3c(c2)OCO3)c(=Nc2ccc(F)cc2)s1
→ 4%	23%	10%	9%	-4%	-29%	10%	0%
> Cc1cccc(C)c1OCCOC(=O)c1cccc(S(=O)(=O)N2CCOCC2)c1
→ ?	15%	14%	-1%	-1%	-12%	-19%	22%
> CC1(C(=O)NS(=O)(=O)c2ccccc2Cl)CCN1C(=O)CC1CCCC1 (configuration not stated)
→ -27%	4%	-3%	6%	3%	-14%	28%	29%
> COC(=O)Nc1ccc(S(=O)(=O)N2CCCc3cccc(O)c32)cc1
→ -9%	21%	0%	-4%	-22%	-51%[inhibitor]	-27%	9%
> On1onc2c3cc(-c4ccccc4)nc3ccc21
→ ·	3%	-8%	-11%	-3%	-27%	4%	19%
> CC1=C(C(=O)N(C(C)C)C(C)C)CC(CC(=O)NC2CC2)C(=O)N1CCCN1CCCC1=O (configuration not stated)
→ -31%	3%	-10%	8%	5%	0%	9%	-16%
> COc1ccc(-c2ccc3c(c2)C2CC3CCN2CCC#N)cc1 (configuration not stated)
→ -36%	6%	-11%	1%	-15%	-46%[inhibitor]	8%	2%
> CCOC(=O)N1CCC(Nc2c(NCCCN3CCN(c4ccc(OC)cc4)CC3)c(=O)c2=O)CC1
→ -4%	5%	6%	-1%	4%	i	12%	9%
> O=[N+]([O-])c1cc(-n2cnnn2)ccc1N1CCC(Cc2ccccc2)CC1
→ ?	17%	18%	18%	-13%	i	-10%	26%

The list is partial (hit frequency here may not be typical).
